CHO-K1 Ca ag – counter-screen for M1 agonists: effect in parental CHO-K1 cells | Fluo-8 calcium fluorescence; scaled to maximal ATP response, vehicle zero | activation, % at 3 µM | 360,000 tested, 0.48% active | AID 602248, 2012; in the data active = activation above about 15%;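 note: untransfected CHO-K1 host cells lacking M1 receptor as counterscreen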
M4 antag – human M4 muscarinic receptor antagonists, primary screen, CHO cells, Fluo-8 calcium fluorescence; Muscarinic acetylcholine receptor M4 (Homo sapiens), P08173; CHO-hM4 cells, ACh EC80; inhibition, % at 3 µM; 360,000 tested, 0.73% active;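 active = inhibition above its plate's cutoff, the mean inhibition of sample wells plus 3 SD, cut at about 27% in these data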;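 note: 0% = acetylcholine EC80 with DMSO and 100% = DMSO without agonist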
M4 ag – human M4 muscarinic receptor agonists, primary screen, CHO-K1 cells, Fluo-8 calcium fluorescence; Muscarinic acetylcholine receptor M4 (Homo sapiens), P08173; 360,000 tested, 0.14% active; CHO-K1 hM4/Gqi5; vehicle 0%, full acetylcholine response 100%; activation, % at 3 µM;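 active = activation above the run mean over all test wells plus 3 SD, cut at about 32% in these data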;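 note: peak over basal fluorescence ratio per well then scaled between controls; 0% = DMSO wells and 100% = acetylcholine at EC100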
M1 antag – human M1 muscarinic receptor antagonists, primary screen, CHO-K1 cells, Fluo-8 calcium fluorescence, 1536-well | CHO-K1 hM1, ACh EC80 antagonist | inhibition, % at 3 µM | 360,000 tested, 1.3% active;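 active = percent inhibition above its own plate's cutoff, namely the mean of that plate's compound wells plus 3 SD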;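 note: peak over basal fluorescence ratio during 140 s after agonist addition; 0% = ACh EC80 plus DMSO and 100% = DMSO alone without agonist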
Target sequence (P11229 whole entry, looked up): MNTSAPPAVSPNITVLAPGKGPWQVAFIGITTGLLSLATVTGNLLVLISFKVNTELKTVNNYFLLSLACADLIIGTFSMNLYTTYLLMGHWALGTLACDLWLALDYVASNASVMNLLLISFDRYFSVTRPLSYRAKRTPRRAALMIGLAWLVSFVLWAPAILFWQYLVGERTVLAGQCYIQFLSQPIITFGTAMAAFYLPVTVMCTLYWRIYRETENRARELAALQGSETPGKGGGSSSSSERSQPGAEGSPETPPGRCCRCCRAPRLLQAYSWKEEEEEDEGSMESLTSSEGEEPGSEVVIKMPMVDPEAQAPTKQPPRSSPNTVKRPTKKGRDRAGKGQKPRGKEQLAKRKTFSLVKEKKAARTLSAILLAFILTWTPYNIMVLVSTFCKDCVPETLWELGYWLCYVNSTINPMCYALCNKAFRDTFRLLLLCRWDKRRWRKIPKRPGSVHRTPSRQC
CHO parental Ca – ATP-evoked calcium signal inhibitors, parental CHO, primary screen, counter-screen for OX1R antagonist project, cell-based, fluorescence, Fluo-8 calcium dye | parental CHO-K1, ATP-induced calcium, Fluo-8 fluorescence | inhibition, % at 5.6 µM | 330,000 tested, 0.63% active | AID 463079, 2010;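 active = inhibition above that plate's mean sample inhibition plus 3 SD, cut at about 26% in these data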;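 note: 0% = ATP-challenged DMSO wells and 100% = DMSO wells without ATP; some compounds past the cut are filed as inactive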
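Material – parental CHO cells · Reagent – ATP stimulus · Compound – single nominal dose of 5.6 µM per compound · Detection – Fluo-8 fluorescence · Read-out basis – percent inhibition of calcium signal · Controls – ATP-challenged DMSO wells low, unchallenged DMSO wells high · Repeats – no replicates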
M1 ag – human M1 muscarinic receptor agonists, primary screen, Fluo-8 calcium fluorescence, CHO-K1 cells, HTS; CHO-K1 hM1, agonist mode; 0% DMSO, 100% acetylcholine EC100; 360,000 tested, 0.33% active; activation, % at 3 µM;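 active = activation above the run's mean compound activation plus 3 SD, cut at about 16% in these data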;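 note: peak over basal fluorescence ratio within a 140 s kinetic read after compound addition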
M1 PAM – human M1 muscarinic receptor positive allosteric modulators, primary screen, CHO-K1 cells, Fluo-8 calcium fluorescence, 1536-well | CHO-K1 hM1, ACh EC20; 0% = ACh EC20, 100% = maximal ACh | activation, % at 3 µM | 360,000 tested, 0.088% active | AID 588819, 2011; in the data active = activation above about 19%, passing the limit was not always enough
OXTR potentiator – human OXTR potentiators, primary screen, fluorescence, CHO-OTR cells, Fluo-8 calcium; Oxytocin receptor (Homo sapiens), P30559; Fluo-8 calcium fluorescence, potentiator mode; 0% = oxytocin EC15, 100% = EC100; activation, % at 3 µM; 320,000 tested, 0.061% active;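 active = activation above that plate's cutoff, the mean activation of tested compounds plus 3 SD, cut at about 6.6% in these data, passing the limit was not always enough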;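 note: 100% uses oxytocin at 75 nM as the full agonist control; some results filed as inactive read as strong as hits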
Target sequence (P30559 whole entry, looked up): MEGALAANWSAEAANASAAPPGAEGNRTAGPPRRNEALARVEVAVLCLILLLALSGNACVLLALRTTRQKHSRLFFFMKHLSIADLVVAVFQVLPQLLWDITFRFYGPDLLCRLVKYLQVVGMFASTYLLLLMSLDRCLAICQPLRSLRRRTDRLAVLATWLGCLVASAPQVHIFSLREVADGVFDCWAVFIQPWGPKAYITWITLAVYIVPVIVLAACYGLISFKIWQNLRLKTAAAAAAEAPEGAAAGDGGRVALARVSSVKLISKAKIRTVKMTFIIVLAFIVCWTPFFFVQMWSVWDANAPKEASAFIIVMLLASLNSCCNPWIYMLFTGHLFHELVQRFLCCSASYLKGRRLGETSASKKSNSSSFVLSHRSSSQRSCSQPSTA
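Assay system: CHO cell line stably expressing human OTR | Also added: Oxytocin at about EC15, sub-maximal agonist stimulus | Times: Compound 6 min at room temperature before oxytocin, 100 s read | Measured by: Fluo-8 intracellular calcium fluorescence, ex 470-495, em 515-575 nm | Controls: EC15 oxytocin alone as 0%, 75 nM oxytocin as 100%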
CHO-K1 Ca antag – counter-screen for M1 antagonists: effect in parental CHO-K1 cells; inhibition, % at 3 µM; 360,000 tested, 0.6% active; ATP-induced calcium, Fluo-8 fluorescence;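 active = inhibition above a per-plate cutoff, the plate's mean sample inhibition plus 3 SD, cut at about 24% in these data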;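 note: 0% = DMSO plus EC80 ATP and 100% = DMSO alone without ATP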
* = called active by the depositor; / = no result given.

SMILES	CHO-K1 Ca ag	M4 antag	M4 ag	M1 antag	CHO parental Ca	M1 ag	M1 PAM	OXTR potentiator	CHO-K1 Ca antag
O=C(O)c1nn(-c2cccc(C(F)(F)F)c2)ccc1=O	0.4	5.2	3.1	-7.7	0.0	-5.0	7.1	-5.2	-1.0
O=C(O)CCCN1C(=O)/C(=C\c2ccco2)SC1=S	1.8	7.0	-0.3	-13.6	/	-1.9	10.8	/	-21.5
CC(=O)c1ccc(OC(C)C)c(Cc2c(O)nc(N)[nH]c2=O)c1	0.9	7.4	0.6	-6.5	-9.6	-8.0	13.0	5.2	-1.5
CC1CC(C)(C)NC(=S)N1CCC(=O)N1c2ccccc2CC1C (stereo not given)	0.0	-5.5	1.3	-10.9	-20.3	-4.7	8.7	-4.8	-1.9
CCOC(=O)c1ccc(NC(=O)CSC2=NC(=O)C(CC)C(=O)N2)cc1 (stereo not given)	-0.5	2.3	-0.2	3.0	-2.2	-0.3	7.5	-0.1	23.0
CC1(C)CC(=O)C=C(C(=O)N2CCCC(CCC(=O)NCc3ccccc3F)C2)O1 (stereo not given)	-0.5	-15.5	1.5	-8.5	-7.3	-4.3	6.7	-19.7	-1.6
Cc1ccc(S(=O)(=O)NC2=NCCC2)cc1	0.1	0.1	0.0	4.6	-7.3	-3.2	0.0	-13.9	-2.5
CCNC(=O)CC1C(=O)N(c2ccc(C)cc2)C(=O)N1CCC(C)C (stereo not given)	12.5	-4.0	0.9	-2.6	-6.3	0.6	4.7	-0.2	1.1
Cc1ccc(CNC(=O)c2cccnc2)cc1	0.5	4.2	0.4	-13.0	-8.3	-1.4	8.4	3.2	-2.4
COc1cc2c(C(=O)N(C)c3ccc(F)cc3)cn(C)c(=O)c2cc1OC	2.7	0.1	5.9	-3.9	-12.4	-3.6	10.7	-13.3	-12.7

Full records, quoted from the list.
Entry for O=C(O)c1nn(-c2cccc(C(F)(F)F)c2)ccc1=O : CHO-K1 Ca ag: 0.4; M4 antag: 5.2; M4 ag: 3.1; M1 antag: -7.7; CHO parental Ca: 0.0; M1 ag: -5.0; M1 PAM: 7.1; OXTR potentiator: -5.2; CHO-K1 Ca antag: -1.0
Entry for CCNC(=O)CC1C(=O)N(c2ccc(C)cc2)C(=O)N1CCC(C)C (stereo not given) : CHO-K1 Ca ag: 12.5; M4 antag: -4.0; M4 ag: 0.9; M1 antag: -2.6; CHO parental Ca: -6.3; M1 ag: 0.6; M1 PAM: 4.7; OXTR potentiator: -0.2; CHO-K1 Ca antag: 1.1

Carrying on.
SMILES	CHO-K1 Ca ag	M4 antag	M4 ag	M1 antag	CHO parental Ca	M1 ag	M1 PAM	OXTR potentiator	CHO-K1 Ca antag
CC(=O)Nc1ccc(OCCC[n+]2cccc(C(=O)[O-])c2)cc1	0.9	5.4	0.5	0.9	-9.2	-6.8	10.0	-4.2	-9.8
CC(=O)N1CCN(c2cccc(C)c2C)CC1	0.3	7.8	-1.1	-13.4	11.3	-6.6	11.8	-4.4	2.8
N#CCCN(Cc1ccccc1)C(=S)Nc1ccccc1	1.6	-9.8	1.8	-18.6	-3.9	-6.5	11.2	-8.0	-9.3
O=C(O)Cc1sc(-c2ccc(Cl)cc2)nc1-c1ccccc1	0.6	4.9	-0.5	15.9	1.2	-3.3	-2.7	-14.3	-2.2
O=C(CN1CCN(C(=O)N2CCOCC2)CC1)Nc1cc(Cl)ccc1Cl	1.9	0.6	3.2	-16.0	5.6	-0.8	7.7	-7.3	-8.7
O=C(O)C12CC3CC(C1)CC(n1ncc(N4CCN(c5ccccc5)CC4)c(Cl)c1=O)(C3)C2	0.1	-12.4	0.2	13.4	3.2	-4.6	-8.8	-5.7	17.7
CCCn1c(C)cc(/C=C(\C#N)C(=O)OCC(=O)N(CC)c2c(N)n(Cc3ccccc3)c(=O)[nH]c2=O)c1C	0.0	-4.3	-0.2	-3.7	/	-5.5	4.9	/	8.8
Cc1ccc(CNC(=O)COc2ccc(S(=O)(=O)N3CCOCC3)cc2)cc1	0.9	2.0	0.2	-8.0	3.7	-0.8	0.3	-2.6	-4.5
O=C(NNC(=O)c1ccccc1O)c1cc2ccccc2o1	2.4	-1.9	1.0	-7.9	-20.7	-2.3	5.3	-5.5	-12.6
CCc1nn(C(C)C(=O)Nc2cccc(C)c2C)c(=O)c2cc3occc3n12 (stereo not given)	0.5	-6.0	0.2	-6.3	-28.4	-1.6	5.4	-7.6	-11.6
CCSc1nnc(NC(=O)CN(C)S(=O)(=O)c2ccc(F)cc2)s1	2.4	2.0	1.1	-26.8	-14.8	2.2	10.6	-9.3	-18.9
O=C(CCc1nc2ccccc2c(=O)[nH]1)NCCN1C(=O)S/C(=C\c2ccc(OC(F)F)cc2)C1=O	0.6	6.3	0.8	-6.6	/	-4.9	0.1	/	-14.2
CCn1c(SCC(=O)Nc2ccc(C)cc2)nnc1-c1cnccn1	0.9	-2.7	1.7	-3.6	-4.9	1.0	2.2	3.5	-20.2
Cc1ccc(S(=O)(=O)NC2CC2)s1	0.7	3.4	0.9	-11.2	-7.0	-1.1	5.6	-2.7	-0.3
O=c1ccnc(SCCc2ccccc2)[nH]1	0.4	-2.2	-0.3	5.9	-10.4	-3.1	1.8	-5.4	5.3
Cc1ccc(C)c(S(=O)(=O)N2CCN(C(=O)CCC(=O)NCc3ccc(Cl)cc3Cl)CC2)c1	1.9	-3.7	4.1	-5.8	/	-4.7	8.0	/	-8.7
Cc1ccccc1NC(=O)c1cc(S(=O)(=O)N2CCCCC2)cs1	0.4	4.3	0.5	-3.7	-19.0	-5.0	8.9	0.9	-6.1
CCN(Cc1ccccc1)C(=O)Cn1c(=O)n(CC(=O)N2CCCCC2)c(=O)c2sccc21	0.0	-5.0	1.4	-8.2	4.9	-1.5	9.3	-3.9	-9.7
CCOc1cc(S(=O)(=O)NCc2ccccc2)c(OCC)cc1-n1cnnn1	1.1	-1.0	0.8	3.1	-10.8	-7.1	-3.1	-11.1	-18.0
Cc1cc(O)c(/C=N/Nc2ccccc2)c(=O)o1	0.8	3.9	0.8	-27.6	-21.5	-2.5	-2.7	-8.3	-19.1
CC(C)C(C(=O)C=[N+]=[N-])N1C(=O)c2ccccc2C1=O (stereo not given)	0.8	7.2	0.2	-9.6	-14.1	-4.7	7.7	-6.7	-9.3
N#CC1=C2SCN(c3ccc(F)cc3)CN2C(=O)CC1c1cccc(F)c1 (stereo not given)	0.6	-8.1	0.7	-21.7	9.9	-1.2	14.7	-3.3	-7.3
COc1ccccc1CC(=O)Nc1ccccc1C(=O)O	0.1	-11.6	0.2	-4.3	-3.0	-2.2	3.3	-2.1	-8.8
COC(=O)c1cnc(N2CCCN(S(=O)(=O)c3ccc(C(F)(F)F)cc3)CC2)nc1C(F)(F)F	0.7	8.3	0.8	5.9	-18.3	-1.7	2.2	-7.5	-3.4
CCc1cc2c(=O)n(-c3ccc(C)cc3)cnc2s1	1.0	10.9	-0.1	-2.2	-8.4	-3.7	3.7	-9.0	-4.9
COc1ccc(-c2noc(N3CCCC(C(=O)Nc4ccccc4F)C3)n2)cc1 (stereo not given)	1.4	-8.3	0.7	-17.0	-3.2	2.3	8.1	-5.8	-7.2
COc1ccccc1OCC(=O)Nc1sc2c(c1C(=O)NCC1CCCO1)CCC2 (stereo not given)	2.5	-7.2	5.7	10.3	-20.8	-4.7	-8.7	-6.4	-9.2
COc1ccc(C2NC(C(=O)O)Cc3c2[nH]c2ccccc32)cc1OC (stereo not given)	0.1	-1.4	0.7	-6.3	-7.0	-1.5	2.0	-7.7	-1.7
CCOC(=O)c1sc(NC(=O)c2cccs2)cc1C	4.0	1.3	1.2	-16.5	-23.0	-3.8	7.6	-12.6	11.8
CN1C[C@@H]2C(c3ccccc3)C3(c4ccccc4)CC2(C3)[C@H]1c1ccccc1 (stereo not given in full)	0.4	45.3*	0.7	78.4*	-23.5	-14.5	-35.8	1.7	-9.9
CC(/C=C/c1ccc2c(c1)OCO2)=N/NC(=O)COc1ccc(C)cc1	-0.2	1.2	0.6	4.5	-6.3	-5.0	-3.4	3.2	13.1
COc1cccc(Cn2cnc3c(N)c(C)c(C)cc32)c1	-0.5	1.4	2.6	-3.9	-0.4	-2.5	8.4	-0.6	12.4
CCCCNCCCCOc1ccccc1	1.2	2.9	-0.2	-4.0	0.0	-9.0	0.5	0.5	3.6
NC(=O)c1cccc(-c2ccnc3c2CC(C(=O)NCCC(F)(F)F)O3)c1 (stereo not given)	0.4	2.4	0.5	19.1	/	-2.4	-7.0	/	6.8
CCOc1ccccc1NC(=S)/C(=C(\[O-])c1ccc2c(c1)OCCO2)[n+]1ccc(CC)cc1	-0.2	-4.0	0.1	3.5	-9.6	-5.0	-1.0	-6.0	9.7
CC(C)C[C@H]1CN=C(Nc2ccccc2)N1CC1CCC(C)CC1 (stereo not given in full)	2.3	-0.1	11.2	25.7	-10.9	-9.1	-12.1	-8.7	4.4
CCCN1CCC(=NNc2ccc(C(=O)O)cc2)CC1	4.0	0.3	0.5	1.9	-2.3	-1.6	5.0	-5.3	1.9
CCOc1ccc(NC(=O)CN(C)C(=O)c2cc(C)nc3ccccc23)cc1OCC	3.6	-6.7	9.8	-8.1	-9.1	1.9	16.3	-2.2	-13.0
COCC(=O)Nc1ccc(S(=O)(=O)NCC2CCCO2)cc1 (stereo not given)	0.2	0.8	1.6	0.5	-0.6	0.1	-3.0	-5.0	2.0
COc1ccc(NC(=O)CN(C)C(C)C(=O)NC(=O)NC2CCCCC2)cc1 (stereo not given)	0.7	10.6	0.5	-8.0	-15.5	3.8	16.6	12.8	-4.6

As entered above:
Under M1 PAM, `COc1ccc(NC(=O)CN(C)C(C)C(=O)NC(=O)NC2CCCCC2)cc1` (stereo not given) has 16.6
Under CHO-K1 Ca antag, `Cc1ccccc1NC(=O)c1cc(S(=O)(=O)N2CCCCC2)cs1` has -6.1

Next part:
SMILES	CHO-K1 Ca ag	M4 antag	M4 ag	M1 antag	CHO parental Ca	M1 ag	M1 PAM	OXTR potentiator	CHO-K1 Ca antag
COc1cc2c(cc1NC(=O)CSc1nnc(Cc3cccs3)n1Cc1ccco1)oc1ccccc12	0.7	12.1	-1.6	-6.3	-19.5	-5.9	2.8	-2.3	-12.3
Cc1ccccc1-n1c(SCC(=O)NC2CC2)nc2ccccc2c1=O	0.3	-0.2	1.0	-13.7	/	-1.8	1.3	/	-2.5
CCn1c(=O)c(C(=O)Nc2ccc(C)cc2)c(O)c2ccccc21	0.7	12.3	0.1	-4.1	-0.4	-2.3	1.4	-4.1	-6.7
Cc1ccc(C(=O)Nc2cccc(S(=O)(=O)N3CCCCC3)c2)cc1[N+](=O)[O-]	0.0	7.1	0.0	2.1	13.4	-5.1	3.2	-11.1	-5.6
COc1ccc(C(C[N+](=O)[O-])c2c(C)[nH]n(-c3ccccc3)c2=O)cc1 (stereo not given)	1.6	7.3	1.8	15.4	-15.8	-4.4	-4.4	-8.2	-4.1

Source: PubChem BioAssay (The Scripps Research Institute Molecular Screening Center)
